Screening data from PubChem.
HCMV antiviral: human cytomegalovirus inhibition; HFF cells, HCMV-luciferase reporter, 72 h; hits give low values; activity change, negative = inhibition, % at 57.5 µM; 410,000 compounds, 4.5% hits; AID 1259415; in the data active = activity change below about -60%; inconclusive = no clear call, values can overlap the other calls; inactive = above about -39%
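After 16 h attachment at 37C, HFF cells received test compound and HCMV-luciferase (1 PFU/cell); reporter luminescence read 72 h later, data normalized against buffer-only and known inhibitor Salinomycin.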
AmpC inh no detg: inhibitors of E. coli AmpC beta-lactamase without detergent; 330,000 compounds, 0.52% hits; AmpC nitrocefin hydrolysis, absorbance 480 nm, 0.0001% Triton; P00811; Potency, µM (top dose mostly 57.1 µM), without a hit: at the top dose activity change, negative = inhibition, usual class: inhibitors;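 note: potency is the fitted concentration of half-maximal effect; plate controls were no compound for no effect and no enzyme for full effect; nearly all actives have a fitted effect of over 20% in size; some results filed as inactive show a strong effect at the top dose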
Target sequence (P00811 whole entry, looked up): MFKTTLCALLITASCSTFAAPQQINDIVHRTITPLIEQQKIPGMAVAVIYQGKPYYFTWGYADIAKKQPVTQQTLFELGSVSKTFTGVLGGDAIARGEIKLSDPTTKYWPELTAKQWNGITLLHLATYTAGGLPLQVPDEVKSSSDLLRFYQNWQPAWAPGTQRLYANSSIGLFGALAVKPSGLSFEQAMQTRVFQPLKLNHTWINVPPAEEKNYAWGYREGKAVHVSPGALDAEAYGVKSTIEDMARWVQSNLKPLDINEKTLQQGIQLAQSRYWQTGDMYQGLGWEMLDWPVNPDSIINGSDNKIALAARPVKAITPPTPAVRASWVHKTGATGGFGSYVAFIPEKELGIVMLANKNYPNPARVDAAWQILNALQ
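20 mM phosphate pH 7.0 + 0.01% (detergent screen) or 0.0001% Triton X-100; 5.3 nM AmpC reagent; cpd preinc 15 min RT; nitrocefin (800 uM stock) to start; A480 q20 s × 4 min; Activity was normalised to no-enzyme and no-compound control wells.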
FBPA Giardia inh: Giardia lamblia aldolase inhibition; Potency, µM (top dose mostly 59.6 µM), without a hit: at the top dose activity, negative = inhibition, hits mostly inhibitors; A8B2U2; AID 2451; purified Giardia FBPA; 290,000 compounds, 0.71% hits; note: potency is the fitted concentration of half-maximal effect; nearly all actives have a fitted effect of over 55% in size
Target sequence (A8B2U2 whole entry, looked up): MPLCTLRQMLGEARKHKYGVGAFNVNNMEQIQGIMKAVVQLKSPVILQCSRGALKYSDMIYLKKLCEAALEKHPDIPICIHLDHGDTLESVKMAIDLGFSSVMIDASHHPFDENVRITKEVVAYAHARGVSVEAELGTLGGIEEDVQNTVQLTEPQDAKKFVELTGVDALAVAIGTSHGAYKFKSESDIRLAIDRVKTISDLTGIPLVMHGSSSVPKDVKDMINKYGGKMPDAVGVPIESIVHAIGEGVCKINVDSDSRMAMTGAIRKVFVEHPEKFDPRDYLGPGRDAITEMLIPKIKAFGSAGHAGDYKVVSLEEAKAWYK
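40 nM FBPA preincubated 10 min at RT with compound (up to 57.5 uM final), then substrate plus GAPDH/TPI/NAD/arsenate coupling and diaphorase/resazurin added. Fluorescence read after 20 min at RT, 525/598 nm.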
Sm TGR block: inhibitors of Schistosoma mansoni thioredoxin glutathione reductase. purified TGR, DTNB reduction, TNB absorbance 405 nm. Potency, µM (titrated, usually from 114 µM), for the others: at the highest dose activity change, negative = inhibition, hits mostly inhibitors. 360,000 compounds, 3% hits. AID 485364; note: potency is the fitted concentration of half-maximal effect; nearly all actives have a fitted effect of over 60% in size
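TGR 20 nM + NADPH 100 uM (dispensed conc.), cpd preinc 15 min RT; start with NADPH (500 uM addition) then DTNB (15 mM addition). Kinetic TNB absorbance, 405 nm filter. Four-parameter Hill fit across titration.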
AmpC inh detg: AmpC beta-lactamase inhibition with detergent present | 370,000 compounds, 0.041% hits | AmpC hydrolysis of nitrocefin, absorbance 480 nm, 0.01% Triton | Potency, µM (highest dose often 114 µM), for the others: at the top dose activity change, negative = inhibition, usual class: inhibitors;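 note: potency is the fitted concentration of half-maximal effect; 0% = no-compound wells and -100% = no-enzyme wells; nearly all actives have a fitted effect of over 25% in size; some results filed as inactive show a strong effect at the top dose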
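AmpC (5.3 nM in the dispensed reagent) in 20 mM phosphate pH 7.0 with 0.01% (detergent screen) or 0.0001% Triton X-100 was preincubated with compounds for 15 min at room temperature. Nitrocefin was then added from an 800 uM solution, and hydrolysis was followed at 480 nm.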
HCV inh: HCV inhibition; Potency, µM (series often up to 41.8 µM), for the others: at the highest dose activity change, negative = inhibition, hits mostly inhibitors; Huh7.5.1 HCVcc-Cre infection, luciferase reporter, 44 h; 340,000 compounds, 3.4% hits; note: potency is the fitted concentration of half-maximal effect
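Seed cells (1,000/well) for 4 h; treat with compound and infect with HCVcc-Cre, moi about 0.5. Incubate 44 h, then detect luciferase activity.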
* = called active by the depositor; u = inconclusive; x = not tested or not shown; & = joins results of further samples; [ ] = dose if it differs, or a comment. Unless noted, calls come from the whole dose curve; as a rule, active = well fitted curve in the direction sought with a large enough effect; inconclusive = small, poorly fitted or top-dose-only effect, or another doubt; inactive = no such curve, though single readings can be large; an effect the other way counts as inactive or inconclusive. Unless noted, % is set by controls: 0 for no effect and ±100 for the full control effect.

SMILES | HCMV antiviral | AmpC inh no detg | FBPA Giardia inh | Sm TGR block | AmpC inh detg | HCV inh
O=C(NC1=NCCS1)c1ccc(Cl)c(S(=O)(=O)N2CCCCCC2)c1 | u | -15% | 4% | 0% | 2% | -14%
O=C(Nc1ccc(-c2nnco2)cc1)c1ccccc1 | 32 | -15% | 0% | 2% | -13% | 21%
Cc1ccc(NC2Sc3ccccc3NC2=O)cc1Cl (configuration not stated) | 70 | -38% | -6% | -2% | 12% | -16%
COc1ccc(-c2c3c(=O)n(C)c(=O)n(C)c3c3c(-c4ccc(C)cc4)nc4ccccc4n23)cc1 | 27 | x | x | -2% | 21% | x
CCN(Cc1cnn(C)c1)Cc1nc(Cc2ccccc2Cl)no1 | 19 | 39% | 7% | -11% | -7% | 13%
CCOc1ccccc1NC(=O)c1nnn(-c2ccc3c(c2)OCCO3)c1N | u | -8% | -7% | 11% | 3% | u
CC(=O)Nc1ccc(NC(=O)COC(=O)/C=C/c2ccc3c(c2)OCO3)cc1 | 0 | -25% | x | -11% | 1% | 3%
COc1ccc(C(=O)CN2CC(C)SC2=Nc2ccc(Cl)cc2)cc1 (configuration not stated) | -11 | 13% | 16% | -10% | -5% | u
CCc1noc(C)c1C(=O)NNC(=O)COc1ccc(C)c(C)c1 | -3 | -12% | x | -12% | -4% | -7%
CC(Cc1ccsc1)NC(=O)CCc1nnc(CCc2ccccc2)o1 (configuration not stated) | u | 43% | 0% | 3% | 6% | 25%
COc1cccc2cc(C(=O)Oc3ccccc3)c(=O)oc12 | 72 | -22% | -1% | -16% | -8% | 7%
CC1OC(NCCc2ccccc2)C(O)C(O)C1O (configuration not stated) | 32 | -12% | -1% | 1% | 2% | -6%

Continued; the last 6 above are carried over.
SMILES | HCMV antiviral | AmpC inh no detg | FBPA Giardia inh | Sm TGR block | AmpC inh detg | HCV inh
CC(=O)Nc1ccc(NC(=O)COC(=O)/C=C/c2ccc3c(c2)OCO3)cc1 | 0 | -25% | x | -11% | 1% | 3%
COc1ccc(C(=O)CN2CC(C)SC2=Nc2ccc(Cl)cc2)cc1 (configuration not stated) | -11 | 13% | 16% | -10% | -5% | u
CCc1noc(C)c1C(=O)NNC(=O)COc1ccc(C)c(C)c1 | -3 | -12% | x | -12% | -4% | -7%
CC(Cc1ccsc1)NC(=O)CCc1nnc(CCc2ccccc2)o1 (configuration not stated) | u | 43% | 0% | 3% | 6% | 25%
COc1cccc2cc(C(=O)Oc3ccccc3)c(=O)oc12 | 72 | -22% | -1% | -16% | -8% | 7%
CC1OC(NCCc2ccccc2)C(O)C(O)C1O (configuration not stated) | 32 | -12% | -1% | 1% | 2% | -6%
COc1ccc(N(Cc2ccccc2)C(=O)c2nc(S(C)(=O)=O)ncc2Cl)cc1 | -101* | x | x | 5.6µM* | 13% | x
CCOc1cc(CNc2ccccc2)cc(Br)c1OCc1ccc(F)cc1 | 4 | -19% | -8% | -3% | 3% | -29%
CCn1c(SCC(=O)Nc2ccc3c(c2)OCCO3)nnc1-c1ccccn1 | 21 | -11% | -13% | -25% | -13% | 3%
NC(=O)SCC(=O)Nc1ccccc1C(=O)O | 21 | -1% | u | -14% | u | 13%
Cc1ccc(NC2=C(Cl)C(=O)OC2NC(=O)c2ccccc2)cc1 (configuration not stated) | -22 | -36% | 4% | -8% | -11% | 2%
NCCNc1ccc2nnnn2n1 | 108 | -5% | -5% | 1% | -2% | -6%
COC(=O)C1C(=O)OC(C)(C)C1C(C)C(=O)c1ccccc1 (configuration not stated) | -24 | -7% | -3% | -1% | -3% | 8%
O=c1cc2oc3cc(O)c(O)cc3c(-c3ccccc3[N+](=O)[O-])c-2cc1O | -64* | 1.1µM* | u | -1% | -7% | u
COc1cccc(COC(=O)Cc2ccc(S(=O)(=O)N3CCOCC3)s2)c1OC | -12 | -4% | x | 1% | -7% | 5%
O=C(Nc1ccc(Br)cn1)c1ccc([N+](=O)[O-])cc1Cl | -9 | -37% | -4% | u | 7% | u
O=c1[nH]c(=O)n(-c2cccc(Cl)c2)c(O)c1C=NCCN1CCCCC1 | -14 | -21% | 3% | -9% | -3% | 22%
O=C(COC(=O)Cc1ccsc1)Nc1ccc(Cl)c(S(=O)(=O)N2CCOCC2)c1 | u | -45% | 0% | -1% | 7% | 12%

Single records, as listed above. Values in the order: HCMV antiviral	AmpC inh no detg	FBPA Giardia inh	Sm TGR block	AmpC inh detg	HCV inh
Entry for COc1ccc(N(Cc2ccccc2)C(=O)c2nc(S(C)(=O)=O)ncc2Cl)cc1 = -101*	x	x	5.6µM*	13%	x
Entry for COC(=O)C1C(=O)OC(C)(C)C1C(C)C(=O)c1ccccc1 (configuration not stated) = -24	-7%	-3%	-1%	-3%	8%

The results go on.
SMILES | HCMV antiviral | AmpC inh no detg | FBPA Giardia inh | Sm TGR block | AmpC inh detg | HCV inh
CC1=C(C(=O)Nc2cc(Cl)ccc2C)C(c2sccc2C)n2ncnc2N1 (configuration not stated) | 3 | x | x | 4% | 14% | x
O=NNc1nc2ccccc2n1Cc1ccccc1 | -80* | -21% | u | -3% | -4% | u
O=c1c2c(-c3ccccc3)csc2ncn1/N=C/c1ccc(O)c([N+](=O)[O-])c1 | 44 | -22% | 4% | -1% | 1% | 18%
CCCC/C(=N\NC(=O)c1ccc(Br)o1)c1ccccc1 | -30 | -1% | -1% | -1% | 3% | u
CCOc1ccc(-n2c(O)c(/C=N/Nc3nc(C)cc(C)n3)c3ccccc3c2=O)cc1 | -12 | -12% | -20% | -9% | -6% | 2.2µM*
O=C(NCc1ccccc1)C1=C[C@@H](c2coc3ccccc3c2=O)C[C@@H](OCc2ccc(CO)cc2)O1 | 0 | -4% | 7% | 3% | 2% | -12%
CCOc1ccccc1NC(=O)NCCn1c(=O)oc2ccc(C)cc21 | 2 | x | x | 4% | 24% | x
CCOc1cccc(NC(=O)c2cccc(F)c2)c1 | -36 | -28% | 0% | x | 3% | -8%
CCC1(c2ccc(F)cc2)NC(=O)N(CC(=O)N2c3ccccc3CC2C)C1=O (configuration not stated) | 6 | 21% | x | 31% | 9% | 10%
O=C(NCCS(=O)(=O)N1CCN(c2cccc(Cl)c2)CC1)c1ccc2c(c1)OCO2 | 7 | -19% | x | -23% | -3% | 16%
CCc1ccccc1NC(=O)Nc1nnc(N(C)Cc2ccccc2)s1 | 10 | x | x | -11% | -5% | x
CCCNC(=O)CSc1nnc(-c2ccccc2Br)n1-c1cccc(C(F)(F)F)c1 | -23 | 106%[activator] | 16% | -8% | -9% | u
CN1C(C)(C)CC(NC(=O)c2ccco2)CC1(C)C | -19 | -6% | -2% | 2% | -12% | 16%
CCc1ccc(N(CC(=O)N2CCOCC2)S(C)(=O)=O)cc1 | -14 | -1% | -1% | 1% | -16% | -2%
O=C(Cn1cc([N+](=O)[O-])cn1)N1CCCc2ccccc21 | 41 | -14% | 1% | 3% | 4% | 24%
Cc1ccc2c(c1)cc1c(=O)n(CC(=O)N3CCCC3)nc(C)n12 | x | -10% | x | 0% | 5% | -1%
C=COCCNC(=S)N1CCOCCOCCN(C(=S)NCCOC=C)CCOCCOCC1 | 10 | 127%[activator] | 0% | -4% | 1% | -8%
CC(=O)Nc1ccc(NC(=O)c2nc(SCc3ccccc3C)ncc2Cl)cc1 | -15 | x | x | -1% | 25% | x
CCOC(=O)[C@H]1[C@H]2COc3ccccc3[C@@H]2N2C(=O)c3ccc(Cl)cc3NC(=O)[C@@]12C | 0 | -22% | x | 0% | u | u
CCn1c(COc2ccc(OC)cc2)nnc1SCc1nc2ccccc2c(=O)[nH]1 | x | -2% | 5% | 2% | 3% | x
C/C(N)=C(/C#N)C(=O)CSc1nnc(Nc2ccccc2C)s1 | 85 | -26% | -9% | -4% | -14% | u
COc1cc(C(C)=O)ccc1OCC(=O)OC(C)C(=O)c1ccc(F)cc1 (configuration not stated) | -7 | -1% | x | x | x | 4%
O=C1C=C(c2cccc(Br)c2)C[C@@H](c2ccc(Cl)cc2)C1 | 1 | -30% | x | x | x | u
C=CCCCN(Cc1ccccc1)S(=O)(=O)c1ccccc1Br | -40 | -31% | 5%&5% | -14% | -3% | -18%
COc1ccc(OCC(O)Cn2c(=N)n(CCN3CCOCC3)c3ccccc32)cc1 (configuration not stated) | -18 | 3% | -7% | 0% | -12% | -19%
C=CCOc1ccc(/C=N/N2C(=O)C(CC(=O)Nc3ccc(F)cc3F)SC2=NC)cc1 (configuration not stated) | -14 | 0% | 1% | -15% | -6% | 9%
CC1(C)CC(=O)C2=C(C1)OC(N)=C(C#N)C2c1ccsc1 (configuration not stated) | -1 | -16% | -4% | -7% | -1% | -2%
CCCCC(=O)Nc1ccc(N2CCN(c3ccc(F)cc3)CC2)cc1 | 7 | -8% | -5% | 1% | -22% | -1%
Cc1cc(NC(=O)CCC(=O)N(CC(=O)NCC2CCCO2)Cc2ccc(F)cc2)no1 (configuration not stated) | -24 | -8% | 1% | 1% | -12% | 10%
COc1cccc(NC(=O)N2CCCC(C(=O)Nc3ccccc3OC)C2)c1 (configuration not stated) | -18 | -14% | -1% | -5% | u | -10%
CCOC(CCNC(=O)CCC(=O)Nc1ccc2nc(N3CCN(C)CC3)cc(C)c2c1)OCC | 26 | 4% | 3% | 15% | -5% | -7%
O=C(COC(=O)CNC(=O)c1cccc(Br)c1)Nc1nnc(-c2ccccc2)o1 | -22 | -21% | x | 1% | -4% | 15%
CC(NC(=O)c1ccccc1Cl)C(=O)NCc1cccs1 (configuration not stated) | -2 | 21% | x | -2% | 7% | -6%
O=C(CSc1nc2cc(Cl)ccc2c(=O)n1Cc1ccco1)Nc1ccc(S(=O)(=O)N2CCOCC2)cc1 | -18 | -29% | 2% | -3% | -9% | u
Cc1cccc(C)c1NC(=O)NC1(C(=O)NCc2ccncc2)CCCCC1 | -13 | -7% | 1% | 1% | -6% | 0%
Cc1cc(C)c(C#N)c(SCc2nnc(-c3ccccc3)o2)n1 | -93* | -6% | 0% | -2% | -6% | u
C(=NC12CN3CN(CN(C3)C1)C2)c1cccs1 | 53 | -11% | x | 4% | -5% | 12%
O=C(Nc1cc(Cl)ccc1F)C1=COCCO1 | u | -7% | x | 6% | 7% | -5%
Cc1oc(-c2ccc(-c3ccccc3)cc2)nc1CN1CCN(CC(=O)N(C)C)CC1 | -24 | 223%[activator] | 3% | -31% | -6% | -18%
NC(Cc1c[nH]c2ccccc12)C(=O)NCc1ccccc1 (configuration not stated) | 25 | -16% | -2% | 1% | -9% | 13%
O=C(C1CC(=O)N(C2CCCCC2)C1)N1CCN(c2cccc(C(F)(F)F)c2)CC1 (configuration not stated) | -5 | -7% | -2% | 0% | -5% | u
C[C@H](NC(=O)C1CC(=O)N(c2ccc3c(c2)OCO3)C1)C(=O)NC1CCCCC1 (some centres not stated) | -4 | 1% | 4% | -21% | -6% | 13%
CN1CCN(C(=O)c2cc(=O)c3cc(Cl)cc(Cl)c3o2)CC1 | -13 | -5% | 4% | 2% | -5% | -4%
CC12CCC(=O)N1C(C(=O)NCCN1C(=O)S/C(=C\c3ccc(F)cc3)C1=O)CS2 (configuration not stated) | -21 | u | x | -14% | u | -1%
CCN(C(=O)CSc1nc2ccccc2n1CCc1ccccc1)C1CCS(=O)(=O)C1 (configuration not stated) | -36 | 77%[activator] | -16% | -5% | -6% | -11%
